ALDH1A1 inh – blocks purified human ALDH1A1 activity | P00352 | Purified ALDH1A1, NADH fluorescence, propionaldehyde substrate | Potency, µM (top dose mostly 75.3 µM), inactives show top-dose activity, negative = inhibition, hits mostly inhibitors | hit rate 7.3% among 220,000 | AID 1030; active = well fitted inhibition curve with a large enough effect, not every such curve was filed as active; inconclusive = small, poorly fitted or top-dose-only effect, or another doubt; inactive = no such curve, though single readings can be large or run the other way;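 note: plate controls were no enzyme wells and a reference inhibitor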
Target sequence (P00352 whole entry, looked up): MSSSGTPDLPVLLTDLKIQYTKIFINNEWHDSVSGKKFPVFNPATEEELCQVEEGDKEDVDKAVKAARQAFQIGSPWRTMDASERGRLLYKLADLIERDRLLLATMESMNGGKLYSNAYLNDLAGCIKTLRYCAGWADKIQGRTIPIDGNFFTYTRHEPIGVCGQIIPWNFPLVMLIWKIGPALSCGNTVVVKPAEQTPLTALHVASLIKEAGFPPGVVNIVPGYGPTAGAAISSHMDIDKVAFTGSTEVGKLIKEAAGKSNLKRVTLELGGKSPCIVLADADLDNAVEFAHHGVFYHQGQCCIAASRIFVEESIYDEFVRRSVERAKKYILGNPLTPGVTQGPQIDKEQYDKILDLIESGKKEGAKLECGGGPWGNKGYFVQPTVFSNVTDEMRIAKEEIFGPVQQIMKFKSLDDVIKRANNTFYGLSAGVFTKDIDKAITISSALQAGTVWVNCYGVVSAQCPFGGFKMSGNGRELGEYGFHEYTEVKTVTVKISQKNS
Tau FP inhib – blocks human tau fibril formation measured by polarization | AID 1468 | Potency, µM (top dose mostly 57.7 µM), for inactives: at the top dose activity, negative = inhibition, usual class: inhibitors | K18 P301L tau heparin fibrillization, Alexa594 FP, 6 h | hit rate 0.39% among 280,000; note: % is set by controls: 0 for no effect and ±100 for the full control effect; nearly all actives have a fitted effect of over 55% in size
Target sequence (P10636 561-689 P618L limits assumed): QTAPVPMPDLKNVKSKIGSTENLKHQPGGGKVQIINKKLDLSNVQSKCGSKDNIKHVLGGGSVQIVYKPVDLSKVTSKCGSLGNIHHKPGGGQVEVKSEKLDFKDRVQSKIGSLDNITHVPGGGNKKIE
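Read-out: fluorescence polarization of Alexa 594-labeled tau (0.24 uM), 555 nm excitation, 632 nm emission. Mixtures held 15 uM unlabeled K18 P301L, compound and 20 uM heparin, pH 7 acetate buffer, incubated 6 hr at 37 C.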
HTT ATP protect – protects HTT-Q103 PC12 cells, measured by ATP. Potency, µM (titrated, usually from 56.4 µM), inactives show cytoprotection (ATP increase), usual class: activators. PC12 HTT-Q103 induced, cytoprotection, ATP luminescence, 40 h. hit rate 0.14% among 230,000. AID 1471;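 note: % of control where 0% means no effect; nearly all actives have a fitted effect of over 45% in size; toxic huntingtin expression switched on by the ecdysone agonist tebufenozide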
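Quantitative HTS on tebufenozide-induced (100 nM) PC12 cells expressing HTTQ103 exon 1–GFP; compounds tested as a concentration series; survival measured via cellular ATP.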
Tau fluor counter – counter-screen for tau fibril formation inhibitors; tau K18 P301L Alexa594 fluorescence, heparin fibrillization; Potency, µM (top dose mostly 57.7 µM), without a hit: top-dose activity change, negative = decrease; hit rate 0.93% among 280,000; AID 1463; note: % is set by controls: 0 for no effect and ±100 for the full control effect; nearly all actives have a fitted effect of over 55% in size
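Human tau K18 P301L (15 uM unlabeled, 0.24 uM Alexa 594-labeled) in 100 mM sodium acetate pH 7 with 20 uM heparin, 6 hr at 37 C. ThT 30 uM added, 1 hr ambient; Alexa 594 FP and total fluorescence read at 555/632 nm.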
Tau fibril ThT – inhibitors of human tau fibril formation, thioflavin T binding | P10636 | recombinant tau K18 P301L (four-repeat tau fragment), heparin-induced fibrillization, ThT fluorescence | Potency, µM (top dose mostly 57.4 µM), for the others: at the top dose activity, negative = inhibition, hits mostly inhibitors | hit rate 2.1% among 270,000 | AID 1460; note: % is set by controls: 0 for no effect and ±100 for the full control effect; nearly all actives have a fitted effect of over 55% in size
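In this qHTS, human K18 P301L tau is incubated with compound and heparin for 6 hr at 37 C, and Thioflavin T fluorescence then reports fibril load.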
HTT aggregate – mutant huntingtin aggregation inhibition; AID 1688; hit rate 1.1% among 220,000; PC12 HttQ103-GFP aggregates, Acumen cytometry, 40 h; Potency, µM (highest dose often 46.1 µM), inactives show top-dose activity change, negative = inhibition, hits mostly inhibitors; note: % is set by controls: 0 for no effect and ±100 for the full control effect; nearly all actives have a fitted effect of over 60% in size
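Using laser scanning cytometry, GFP-positive aggregates were counted after lysis of PC12 cells induced with 100 nM tebufenozide to express HTT exon 1 Q103–GFP. Compounds were tested in titration.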
JMJD2E inh – inhibitors of human JMJD2E histone demethylase; B2RXH2; JMJD2E catalytic domain, FDH-coupled NADH fluorescence (FDH is formaldehyde dehydrogenase); Potency, µM (titrated, usually from 57.1 µM), without a hit: at the highest dose activity change, negative = inhibition, most hits filed as inhibitors; hit rate 1.6% among 230,000; active = well fitted inhibition curve with a large enough effect, not every such curve was filed as active; inconclusive = small, poorly fitted or top-dose-only effect, or another doubt; inactive = no such curve, though single readings can be large or run the other way;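 note: 0% = wells with enzyme and -100% = buffer wells without enzyme; nearly all actives have a fitted effect of over 50% in size; many of its hits are not listed in these tables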
Target sequence (B2RXH2 1-337 limits assumed): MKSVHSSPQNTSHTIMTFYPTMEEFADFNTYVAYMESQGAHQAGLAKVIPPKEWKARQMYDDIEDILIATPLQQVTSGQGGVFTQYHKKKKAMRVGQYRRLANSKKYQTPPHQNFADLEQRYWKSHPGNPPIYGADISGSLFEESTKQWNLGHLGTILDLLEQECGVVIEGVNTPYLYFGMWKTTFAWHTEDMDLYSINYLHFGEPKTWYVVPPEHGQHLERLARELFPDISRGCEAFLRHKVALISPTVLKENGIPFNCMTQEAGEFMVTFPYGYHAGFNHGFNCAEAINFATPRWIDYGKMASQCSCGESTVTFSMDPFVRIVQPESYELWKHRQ
SMN2 splice enh – SMN2 splice variant enhancement; hit rate 2.8% among 210,000; Potency, µM (top dose mostly 46.1 µM), for inactives: at the top dose activity change, positive = activation, actives largely listed as activators; AID 1458; HEK293 SMN2-luciferase splicing reporter, luminescence, 30-36 h; note: % of control where 0% means no effect; nearly all actives have a fitted effect of over 55% in size
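HEK293 cells carry an SMN2 minigene-luciferase reporter in which exon 7 inclusion puts luciferase in frame. Cells were seeded at 2000 cells/well, attached for 10-12 hours, then exposed to compounds for 30-36 hours at 37C before ONE-Glo luminescence.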
Starred values were filed as active, the others as inactive; ? = inconclusive; / = no result given; & = joins results of further samples; [ ] = remark or other dose. Unless noted, calls come from the whole dose curve; as a rule, active = well fitted curve in the direction sought with a large enough effect; inconclusive = small, poorly fitted or top-dose-only effect, or another doubt; inactive = no such curve, though single readings can be large; an effect the other way counts as inactive or inconclusive. Potency is the fitted concentration of half-maximal effect. An excerpt; count on the stated rates, not on these rows.

canonical_smiles | ALDH1A1 inh | Tau FP inhib | HTT ATP protect | Tau fluor counter | Tau fibril ThT | HTT aggregate | JMJD2E inh | SMN2 splice enh
COc1cccc(NC(=O)NC2CCN(Cc3nnnn3Cc3ccc4c(c3)OCO4)CC2)c1 | / | 9% | 22%[10 µM] | -17% | 2% | -20%[9.22 µM] | -6% | /
Cc1ccc(OCC(=O)Nc2ccc(N(C)C)cc2)cc1 | -3% | 4% | -16% | -14% | ? | ? | 5% | -10%
O=C1c2cccc3c(N4CCCCC4)ccc(c23)C(=O)N1c1ccccn1 | ? | -2% | -55%[inhibitor] | -6% | ? | ? | ? | -31%[inhibitor]
COc1ccc(CNC(=O)C2CCN(Cc3nc(-c4ccc(OC)c(OC)c4)oc3C)CC2)cc1 | / | -4% | / | -10% | -6% | / | / | 3%
CN(C)c1ccc(-c2nc3ccccn3c2/N=C/c2ccc(Br)cc2)cc1 | ? | ? | -29%[10 µM] | ? | 14µM* | -24% | -6% | 3.2µM*
Cc1ccc(S(=O)(=O)N2CCOCC2)cc1C(=O)Nc1ccc2c(c1)CCC2 | -4% | -6% | -7%[10 µM] | -13% | 3% | 9% | 4% | -2%[1.84 µM]
CCc1ccc2c(c1)/C(=N/OC)C(=O)N2 | 12% | 4% | / | 1% | -7% | 12% | 2% | ?
CCOC(=O)C(C)Sc1ncnc2c1c(-c1ccccc1)cn2-c1ccc(OC)cc1 (stereo not given) | -6% | ? | -12%[10 µM] | -21% | -10% | 11% | ? | -15%
COC(=O)[C@H]1[C@H]2C[C@@H]3c4[nH]c5cc(OC)ccc5c4CCN3C[C@H]2C[C@@H](OC(=O)c2cc(OC)c(OC)c(OC)c2)[C@@H]1OC | ? | 7% | -70%&-54%[inhibitor] | 13µM*[quencher] | ? | 4% | ? | 8%&13%
O=C(O)CCC(=O)/C=C/c1ccccc1 | ? | 1% | 19% | 5% | -12% | 10% | 3% | /
O=C(CN1CCCc2ccccc21)N/N=C/c1ccccc1 | ? | 11% | -5%[10 µM] | ? | ? | 4% | -25% | -3%
CCN(CC)C(=O)COc1ccc(/C(C)=N/NC(=O)c2ccccc2O)cc1 | 3% | -4% | -86%[inhibitor] | -5% | ? | -12% | 6% | -16%
Cc1ccc(-c2nc3ncccc3o2)cc1NC(=O)c1cccc(OCC(C)C)c1 | / | -11% | / | -6% | -13% | / | / | -10%
CN(Cc1ccncc1)C1CC(=O)N(c2ccc(F)cc2)C1=O (stereo not given) | 18µM* | 5% | -5% | 5% | 6% | -10%[9.22 µM] | -3% | 9%
COC(=O)/C(=N/Nc1ccccc1)N1CCCc2ccccc21 | 2% | 12% | -5%[10 µM] | -26% | -10% | 33% | -13% | -13%

Continued.
canonical_smiles | ALDH1A1 inh | Tau FP inhib | HTT ATP protect | Tau fluor counter | Tau fibril ThT | HTT aggregate | JMJD2E inh | SMN2 splice enh
O=S(=O)(c1cccc2nsnc12)N1CCN(C/C=C/c2ccccc2)CC1 | 2% | 0% | -12% | -13% | -9% | -18% | 2% | -20%
O=C(NC(C(=O)N/N=C/c1cccc2ccccc12)c1n[nH]c(=O)c2ccccc12)c1ccccc1 (stereo not given) | -9% | 4% | -3% | -5% | -3% | -7% | 5% | /
O=C(NC(=S)NNC(=O)[C@H]1C[C@@H]1c1ccccc1)c1ccc(F)cc1 | 25µM* | -2% | -5%[10 µM] | -14% | ? | -6%[9.22 µM] | ? | /
Cc1nn(C)c(C)c1CCC(=O)O | -6% | 7% | -2%[10 µM] | 18% | 14% | -10%[9.22 µM] | -3% | 0%
Fc1ccc(-n2c(-c3ccc4c(c3)OCO4)n[nH]c2=S)cc1Cl | ? | 4% | 8%[10 µM] | -11% | -6% | 12% | -9% | 15%
CC(Sc1nc2ccccc2s1)C(=O)N1CCOCC1 (stereo not given) | 8% | 4% | -3% | 3% | -9% | -1% | 0% | /
CCCCCOC(=O)c1[nH]c2c(c1C)C(=O)C(C(=O)OC)C(C)C2 (stereo not given) | ? | -3% | 28%[10 µM] | -22% | -11% | -26% | -2% | -5%
O=C(O)C(Oc1ccc2c3c(c(=O)oc2c1)CCC3)c1ccccc1 (stereo not given) | ? | 6% | 20% | 2% | -2% | 6% | ? | 4%
CCOc1ccc(C(=O)Nc2cccc(C(=O)O)c2)cc1Cl | -5% | 1% | / | -2% | -5% | 13% | -11% | 0.56µM*
COc1ccc(N(CC(=O)Nc2ccc(Cl)cc2C)S(=O)(=O)c2ccccc2)c(OC)c1 | / | 0% | / | -20% | 1% | / | / | -23%
CC1CCN(c2ccc(C(=O)OCC(=O)NCCN3C(=O)CSC3=O)cc2[N+](=O)[O-])CC1 | ? | 5% | -12% | -9% | ? | -6% | 1% | 15%
O=C(Nc1ccccc1-c1ccccc1)NC1CCN(CC(=O)N2CCOCC2)CC1 | 7% | 10% | 0%[10 µM] | -2% | -3% | -6% | 7% | 3%
CCCn1c(-c2ccc(F)cc2)nc2c(N3CCC(N(C)C)C3)nc(C)nc21 (stereo not given) | ? | -1% | -17% | -2% | -2% | / | ? | -10%
COc1ccc(OC)c(C2C=C(c3ccc(C)c(C)c3)Nc3nnnn32)c1 (stereo not given) | 20µM* | -11% | -50%[inhibitor] | -8% | -6% | -6% | ? | 21%
Cc1ccc(-n2nc3c(c2NC(=O)C(C)(C)C)CSC3)c(C)c1 | ? | -4% | -36% | -11% | -22% | 9% | ? | /

The listing continues:
canonical_smiles | ALDH1A1 inh | Tau FP inhib | HTT ATP protect | Tau fluor counter | Tau fibril ThT | HTT aggregate | JMJD2E inh | SMN2 splice enh
O=C(NC1(C(F)(F)F)N=C2SCCN2C1=O)c1ccco1 (stereo not given) | 4% | -8% | 2% | -8% | -8% | 3% | -1% | -3%
CCOc1ccc(NC(=O)c2cc3c(n(-c4ccc(OC)cc4)c2=O)CC(C)(C)CC3=O)cc1 | / | 8% | / | ? | ? | / | / | -1%
CCCCCn1c(Sc2ncccn2)nc2c1c(=O)[nH]c(=O)n2C | -13% | 3% | -8%[0.074 µM] | -1% | 0% | 4% | 3% | -16%
O=C(Cn1nnc2ccccc21)C1CC1 | 10% | -8% | -1% | -10% | -11% | 17% | -2% | -10%
Cn1c(CCN2CCCCC2)nc2cc(NS(=O)(=O)c3ccc(Cl)cc3)ccc21 | ? | 1% | -7% | 5% | 7% | ? | -30% | -16%
O=C(C1=C[C@H](C2CC2)C[C@H](OCCCCO)O1)N1CCN(Cc2ccc3c(c2)OCO3)CC1 | -4% | 2% | 10%[10 µM] | -12% | -11% | 1%[9.22 µM] | -2% | /
CCOc1ccccc1NC(=O)NCc1cccnc1 | 12% | 1% | / | 0% | 3% | 21% | -6% | 3%
Cn1cc(CN2CCC(C(O)c3cccs3)CC2)c(-c2cccc(Cl)c2)n1 (stereo not given) | ? | 3% | 5%[10 µM] | -4% | -2% | 15%[9.22 µM] | 2% | /
CCCc1nc(SCc2ccc(Cl)cc2Cl)n[nH]1 | 4% | 4% | 2% | -15% | -5% | 10%[9.22 µM] | 2% | -13%
CCCN1C(=O)c2ccccc2CC1(C)C(=O)NC1CCCCC1 (stereo not given) | / | 5% | / | 4% | 11% | / | / | -1%
CC(C)C[C@@H]1NC(=O)[C@H](CO)NC(=O)c2cc([N+](=O)[O-])cc(I)c2OCC[C@@H](C(N)=O)NC1=O | -3% | 8% | / | -2% | -5% | -4% | -3% | -18%
Cc1cc(=O)[nH]c(SCC(=O)Nc2nnc(CC(C)C)s2)n1 | -4% | 4% | ? | 3% | 3% | -25% | -7% | -19%
CC(C)C(=O)Nc1cccc(NC(=O)c2cc3ccccc3o2)c1 | 1% | -2% | -4%[10 µM] | -3% | -1% | -10% | -7% | 18µM*
Cc1ccc(N2C(=O)[C@@H]3[C@H](C2=O)[C@H]2C=C(C(=O)c4ccccc4)C=CN2[C@@H]3C(=O)c2ccc(Cl)cc2)cc1 | 25µM* | -12% | -5%[10 µM] | -23% | ? | 19% | -26% | -1%
CS(=O)(=O)N1CCC(C(=O)N2CCN(C(c3ccccc3)c3ccccc3)CC2)CC1 | 4% | 4% | 6%[10 µM] | -6% | -4% | 6% | 1% | 6%

Continued.
canonical_smiles | ALDH1A1 inh | Tau FP inhib | HTT ATP protect | Tau fluor counter | Tau fibril ThT | HTT aggregate | JMJD2E inh | SMN2 splice enh
O=C(Nc1ccc2nc(-c3cccs3)[nH]c2c1)c1ccco1 | ? | 9% | -28%[10 µM] | -12% | ? | ? | ? | ?
O=C(Nc1c(Cl)cccc1Cl)c1ccc(-c2ccccc2)cc1 | 1% | -11% | -10% | -11% | -5% | 3% | 4% | -6%
Cc1ccc2nc(-c3cccnc3)cc(C(=O)N3CCN(c4ccc([N+](=O)[O-])cc4)CC3)c2c1 | 8.9µM* | -7% | -9%[10 µM] | -18% | ? | -6% | -4% | -16%
Cn1ccnc1SCc1nc2c(cnn2-c2ccccc2)c(=O)[nH]1 | 0% | 7% | -14%[1.9 µM] | -5% | -4% | 14% | 9% | -1%
O=C(Nc1nnc(-c2ccccc2)o1)c1cc(-c2cccs2)nc2ccccc12 | ? | 6% | / | ? | ? | ? | ? | -43%[inhibitor]
CCOCCCNC(=O)Cc1cc(=O)[nH]c(=O)[nH]1 | 4% | -12% | -9% | 4% | 1% | 7% | 1% | -2%
O=C(Nc1c(C(=O)NCc2ccco2)cnn1-c1ccccc1)c1ccc(F)cc1 | ? | -6% | -4% | -4% | -10% | 17% | -7% | -3%
COC(=O)c1cccnc1-n1c(=O)c2cccnc2n(CC(=O)Nc2c(C)cc(C)cc2C)c1=O | / | -3% | / | -10% | -5% | / | / | 6%
CCOC(=O)c1ccc(N2C(=O)c3n[nH]c(C)c3C2c2ccc(OC)c(OC)c2)cc1 (stereo not given) | ? | -1% | -2%[0.074 µM] | -4% | 4% | 7% | 3% | 28%
CC(=O)N/C(=C\c1ccccc1)C(=O)Nc1ccccc1C | -4% | 2% | / | 2% | -4% | / | 3% | 2%
CCOc1ccc2nc(NC(=O)C3CCN(c4cnccn4)CC3)sc2c1 | ? | -10% | -11%[10 µM] | -28% | ? | -8% | ? | -29%

From PubChem BioAssay
